Compound activity (PubChem)
SDO1 yeast rescue = compounds rescuing growth of sdo1-depleted yeast, bone marrow failure model; S. cerevisiae sdo1-depleted JHY4D growth rescue, OD600 30 h; active compounds read high; pdr5 snq2 efflux-pump mutant strain; z-score at 10 µM; hit rate 0.21% among 140,000;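 active = z-score above 3 at both the 24 hr and the 30 hr optical density reads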;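 note: z-score against mean and SD of all compound wells on the same plate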
Insulin prom inh = TRM-6 insulin promoter activity inhibition. inhibition, % at 2 µM. hit rate 0.9% among 130,000. TRM-6 cells (human fetal islet line), insulin promoter-eGFP reporter, imaging; reporter expression induced with tamoxifen. AID 1273;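 active = inhibition above the mean plus 3 SD, with well images judged a real hit on visual review, cut at about 60% in these data, passing the limit was not always enough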
SDO1 yeast rescue Rescue 24 h = second read-out of SDO1 yeast rescue, no call of its own (marks repeat the call); z-score; S. cerevisiae sdo1-depleted JHY4D growth rescue, OD600; measured here: growth rescue at 24 h;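 0 is the plate mean of compound wells and units are plate SD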
* hit, by the source's call; i = inactive; nt = not tested or not shown; & = joins results of further samples.

SMILES	SDO1 yeast rescue	SDO1 yeast rescue Rescue 24 h	Insulin prom inh
CCN(CC)c1cc(C)c2cc(NC(=O)c3ccc(Br)o3)ccc2n1	-0.12	-0.35	-5.3
CCN(CC)S(=O)(=O)c1ccc2c(c1)c(=O)c(C(=O)N1CCOCC1)cn2C	0.05	-0.25	-6.2
COc1ccc(CN(C(=O)c2ccco2)c2ccc(C)cc2)cc1OC	1.39	1.98	nt
CCOC(=O)CN(C(=O)CSc1nnc(-c2ccc(OC)c(OC)c2)o1)c1ccc(F)cc1	-0.98	-0.52	nt
CCC(C)N1C(=O)S/C(=C/c2ccc(Sc3nc4ccccc4[nH]3)o2)C1=O (stereo not given)	-0.53	-0.15	nt
Cc1c(NS(=O)(=O)c2ccc(N3CCCCC3)c([N+](=O)[O-])c2)c(=O)n(-c2ccccc2)n1C	2.08	0.6	-6.7
Cc1ccc(Cl)cc1N1CCN(Cc2cc(=O)n3ccsc3n2)CC1	nt	nt	-53.9
C/C(=N\NC(=O)c1csc(C)c1C)c1ccc(Cl)s1	-0.38	-0.04	-43.5
CCCn1c2ccccc2c2nnc(SC(CC)C(=O)Nc3sc4c(c3C#N)CCCC4)nc21 (stereo not given)	0.26	0.52	-32.4
COC(=O)c1ccc(CN2CCC(CO)(Cc3ccccc3Cl)CC2)cc1	nt	nt	-13.3
Cc1ccc(CCN2CC(C(=O)NCCN3CCCCCC3)CC2=O)cc1 (stereo not given)	1.07	0.59	33.3
CC(=O)NNS(=O)(=O)c1ccccc1[N+](=O)[O-]	0.28	-0.1	10.8
CCc1cccc(NC(=O)NC2CCCCC2)c1	-0.35	-0.2	61.1
O=C(COC(=O)C1=COCCO1)NCCCc1ccccc1	0.31	-0.45	nt
Cc1nc2ccccc2n1CC(=O)NCc1ccccc1	2.09	1.75	52.4
COc1ccc(N(C)S(=O)(=O)c2cccc(C(=O)Nc3nnc(C4CC4)s3)c2)cc1	nt	nt	0.0
CN(C)S(=O)(=O)Oc1ccsc1C(=O)Nc1ccc(Cl)cc1	-0.68	-0.3	-20.0
COc1ccc(CCNc2cc(C)nc3c(-c4ccccc4)cnn23)cc1OC	-1.03	-0.58	62.5
Cc1nccn1Cc1cccc2ccccc12	-0.18	-0.61	19.4
COc1ccc(-c2nc(C#N)c(NCc3ccccc3Cl)o2)cc1OC	-0.92	0.62	-71.4
O=c1c(F)cn(C2CCCO2)c(=O)n1Cc1ccccc1F (stereo not given)	1.31	0.84	-350.0
O=C(C1CCCCC1)N1CCN(S(=O)(=O)c2ccc(Br)cc2)CC1	0.16	-0.51	-18.2
CCOC(=O)c1c(NC(=O)C2CCN(S(=O)(=O)c3ccc(Cl)cc3)CC2)sc2c1CCCC2	0.31	0.08	nt
N#CC1CN(C(c2ccccc2)c2ccccc2)C1	nt	nt	46.7
CSc1nc(N(C)C)nc(N(C#N)CCOC(C)=O)n1	nt	nt	0.0

Next section, overlapping the part above by 7 compounds.
SMILES	SDO1 yeast rescue	SDO1 yeast rescue Rescue 24 h	Insulin prom inh
Cc1nccn1Cc1cccc2ccccc12	-0.18	-0.61	19.4
COc1ccc(-c2nc(C#N)c(NCc3ccccc3Cl)o2)cc1OC	-0.92	0.62	-71.4
O=c1c(F)cn(C2CCCO2)c(=O)n1Cc1ccccc1F (stereo not given)	1.31	0.84	-350.0
O=C(C1CCCCC1)N1CCN(S(=O)(=O)c2ccc(Br)cc2)CC1	0.16	-0.51	-18.2
CCOC(=O)c1c(NC(=O)C2CCN(S(=O)(=O)c3ccc(Cl)cc3)CC2)sc2c1CCCC2	0.31	0.08	nt
N#CC1CN(C(c2ccccc2)c2ccccc2)C1	nt	nt	46.7
CSc1nc(N(C)C)nc(N(C#N)CCOC(C)=O)n1	nt	nt	0.0
CCOC(=O)C(=O)Nc1ccc(S(=O)(=O)N2CCOCC2)cc1OC	0.2	-0.23	-40.0
Cc1oc(-c2cccc(C(F)(F)F)c2)nc1CN1CCN(c2ccccn2)CC1	nt	nt	-16.7
CCN1C(=O)/C(=C2/C=Cc3ccccc3N2C)OC1=S	-0.31	-0.3	-17.2
Cc1cccc(NC(=O)c2ccc(NCC3CCCO3)c([N+](=O)[O-])c2)c1 (stereo not given)	-0.4	-1.08	44.4
COc1ccccc1NS(=O)(=O)/C=C/c1ccccc1	0.65	0.24	0.0
CN(C)/C=C1\C(=O)Nc2ccccc21	-0.44	-1.09	nt
COc1ccc(OCCOCC(O)CN2CCOCC2)cc1 (stereo not given)	-0.25	-1.26	33.3
CC(=O)C1=C(C)N(Cc2ccccc2)C(=O)N[C@H]1CCc1ccccc1	-0.5	-0.71	-10.0
CCCc1nc([N+](=O)[O-])c(S(=O)(=O)c2ccccc2)n1CC(C)C	-0.48	-0.65	44.8
COc1ccc(CN(C)C2CCCCC2)cc1	1.15	0.47	-30.0
O=C(Nc1ccccc1C(=O)Nc1ccc2c(c1)OCO2)c1ccco1	0.01	-0.04	-33.3
COC(=O)c1sc2cc(=O)n(-c3cccc(C(F)(F)F)c3)nc2c1O	nt	nt	55.6
Cn1c(SCC(=O)Nc2ccc(N3CCOCC3)cc2)nnc1-c1ccccc1	0.43	0.48	9.1
O=C(COC(=O)c1ccccn1)Nc1cc(Cl)ccc1Cl	0.2	-0.61	nt
CC(=O)N1C(=O)N(C)C2C1N(C(C)=O)C(=O)N2C (stereo not given)	-0.07	0.06	25.0
COC(=O)CN1C(=S)N(c2ccccc2)C(=O)C1CC(=O)Nc1ccc(Cl)cc1 (stereo not given)	-0.4	-0.46	7.4
CCCCCCSC1=C(C#N)C(c2ccc(C)o2)CC(=O)N1 (stereo not given)	-1.91	-1.29	nt
O=C(COc1ccc(-c2nnco2)cc1)NC1CCCc2ccccc21 (stereo not given)	-0.13	-0.07	32.1
COc1ccc(CNC(=O)c2sc(=S)n(-c3ccc(OC)cc3)c2N)cc1	5.27	2.17	32.1
Nc1c(C(=O)NCc2ccccc2)c2nc3ccccc3nc2n1CCCN1CCOCC1	-1.87	-1.81	-42.9
O=C(NC1CC2CCC(C1)N2C(=O)NC1CCCCC1)NC12CC3CC(CC(C3)C1)C2 (stereo not given)	0.9	0.06	nt
Cc1cc(C)nc(SCCS(=O)(=O)Cc2ccccc2)n1	0.74	1.17	5.1
CCCCCCCC#Cc1ccccc1/C=N/S(=O)c1ccc(C)cc1 (stereo not given)	13.4*	11*	38.1
O=C(NCc1cccs1)C1CCN(C(=O)NCc2ccccc2)CC1	-0.01	-1.16	-233.3
CCc1nnc(NC(=O)c2ccc(OC)cc2OC)s1	0.93	-0.03	-65.8

Filtered by structure: the compounds so far with fluorine.
SMILES	SDO1 yeast rescue	SDO1 yeast rescue Rescue 24 h	Insulin prom inh
CCOC(=O)CN(C(=O)CSc1nnc(-c2ccc(OC)c(OC)c2)o1)c1ccc(F)cc1	-0.98	-0.52	nt
O=c1c(F)cn(C2CCCO2)c(=O)n1Cc1ccccc1F (stereo not given)	1.31	0.84	-350.0
Cc1oc(-c2cccc(C(F)(F)F)c2)nc1CN1CCN(c2ccccn2)CC1	nt	nt	-16.7
COC(=O)c1sc2cc(=O)n(-c3cccc(C(F)(F)F)c3)nc2c1O	nt	nt	55.6

(cont.)
SMILES	SDO1 yeast rescue	SDO1 yeast rescue Rescue 24 h	Insulin prom inh
CCOC(=O)Cn1nc(C)n(-c2ccccc2)c1=O	-0.05	-0.79	-32.1
O=C(NCCc1ccccc1)C(=O)NN=C1CCCC1	-0.11	-1.26	-20.8
Cc1ccc(/C=N/NS(=O)(=O)c2ccc([N+](=O)[O-])cc2)o1	0.84	0.36	29.4
CCc1nnc(NC(=O)CN2C(=O)/C(=C/c3cc(OC)c(OC)c(OC)c3)SC2=S)s1	0.39	0.65	-9.1
CCOC(=O)N1CCN(CC(O)COc2cc(C)ccc2C(C)C)CC1 (stereo not given)	-0.47	-0.71	-441.7
COc1ccc(C2CC(c3ccccc3)=NN2C(=O)CSc2nccc(=O)[nH]2)cc1 (stereo not given)	-0.15	0.05	14.3
CCOC(=O)CSc1nc2ccccc2c(=O)n1C	0.02	0.88	32.3
Cn1c(=O)[nH]c(=O)c2c1nc(SCCN1CCOCC1)n2CCCc1ccccc1	0.66	0.03	nt
CCCOc1ccc(N2C(=O)C3C(C(C)C)NC4(C(=O)c5ccccc5C4=O)C3C2=O)cc1 (stereo not given)	-0.82	-1.05	21.4
CCNC(=S)N1CC(C)OC(C)C1 (stereo not given)	-0.44	-1.1	0.0
CSc1ccc(Cn2nnc(C(=O)Nc3ccc(C)c(C)c3)c2N)cc1	0.1	0.95	nt
COc1ccc(OC)c(NC(=O)C2CC(=O)n3ncnc3N2)c1 (stereo not given)	0.33	1.59	0.0
O=C(CCn1cnc2ccccc2c1=O)Nc1nc2c(s1)CCCC2	0.04	-0.19	i
CCOC(=O)c1cc(NC(=O)Nc2ccccc2OC)c(C)nc1C	1.21	1.48	0.0
CC1=CN2C(=N)/C(=C/c3ccc([N+](=O)[O-])o3)C(=O)N=C2S1	-1.51	-1.52	nt
CCOC(=O)N1CCC(N(CCOC)C(=O)Nc2ccc(Cl)cc2)CC1	-0.41	0.79	nt
O=S(=O)(NC1CCCC1)c1ccc(S(=O)(=O)N2CCCN(Cc3ccccc3)C2)cc1	0.93	0.88	nt
COc1ccc(S(=O)(=O)NCCc2cn3cccc(C)c3n2)cc1OC	0.42	-0.06	nt
CCc1c(C)nc(N2CCN(Cc3ccccc3)CC2)[nH]c1=O	0.76	1.28	-92.9
O=C1CN(C(=O)CSc2nncn2-c2ccccc2)c2ccccc2N1	0.48	0.25	3.0
Cc1ccc(S(=O)(=O)N(C)CC(=O)OCC(=O)NC(c2ccccc2)c2ccccc2)cc1	0.05	-0.74	nt
C/C(=N\NC(=O)CNc1ccccc1Cl)C(C)(C)C	0.38	-0.06	5.7
Cc1nc(-c2coc3cc(O)c(C)cc3c2=O)cs1	-1.87	-0.36	6.2
COc1ccc(C2C(C(=O)Nc3cccc(C)n3)c3ccccc3C(=O)N2C)cc1OC (stereo not given)	0.2	-0.07	-78.6
COc1ccc(S(=O)(=O)N(C(=O)C(C)C)c2ccc3oc(=O)sc3c2)cc1	-1.05	-0.77	50.0
Carrying on:
SMILES	SDO1 yeast rescue	SDO1 yeast rescue Rescue 24 h	Insulin prom inh
CCOC(=O)CCCNC(=O)COC(=O)c1cc2ccccc2cc1O	2.38	1.4	21.7
COC(=O)c1cc(OC)c(OC)cc1NC(=O)c1oc2ccccc2c1C	nt	nt	-100.0
CCc1ccc(NC(=S)NC2CC3CCCC(C2)N3Cc2cccs2)cc1 (stereo not given)	-0.01	-0.12	nt
Cc1[nH]nc2c1C(c1ccc(F)cc1)C1=C(CC(C)(C)CC1=O)N2 (stereo not given)	0.94	1.13	-425.0
N#CCCN(CCN1CCCC1)S(=O)(=O)c1ccc(-c2ccc([N+](=O)[O-])cc2)cc1	nt	nt	27.8
Fc1cnc(N2CCOCC2)nc1N1CCc2ccccc21	0.1	-0.13	31.2
O=c1[nH]c(CN2CCN(c3ccc([N+](=O)[O-])cc3)CC2)nc2ccsc12	0.19	0.06	40.0
CCCNC(=O)NC(C(=O)OC)C12CC3CC(CC(C3)C1)C2 (stereo not given)	-0.55	-0.8	-35.0
OC1(c2ccc(F)cc2)CN(c2ccccc2)C2=[N+]1CCS2 (stereo not given)	0.03	-0.77	nt
COc1ccc2c(CSc3nnc(-c4cccnc4)n3-c3ccccc3F)cc(=O)oc2c1	0.4	-0.11	-3.7
Cc1cc(N2CCCCC2)nc(SCc2ccc(C#N)cc2)n1	-0.64&-1.47	0.54&-0.65	nt
CCN1CCN(C(c2ccc(OC)cc2)C(O)C(=O)c2c[nH]c3ccccc23)CC1 (stereo not given)	1.25	1.07	-6.2
COc1ccc(NC(=O)Cn2nnc(-c3ccccc3N)n2)cc1OC	0.12	-0.83	-19.1
CCc1ccc(NC2=NCC(=O)N2Cc2ccc3c(c2)OCO3)cc1	-0.4	-1.42	9.1
O=C(Nc1cccc(S(=O)(=O)N2CCOCC2)c1)c1ccc2c(=O)n3c(nc2c1)CCCCC3	nt	nt	-77.8
COc1ccccc1N(CC(=O)NC1CCCCC1)S(C)(=O)=O	-0.53	-0.65	-57.1
CCOCCCNC(=O)C(NC(=O)c1ccccn1)c1ccc(C)cc1 (stereo not given)	0.15	-0.97	2.7
COc1ccc(-n2nc([N+](=O)[O-])c(=NCCc3ccccc3)n2O)cc1	-0.91	-0.64	-10.3
CCn1c(Sc2nc(C)nc3scc(-c4cccs4)c23)n[nH]c1=O	-2.88	-2.03	nt
NC(=O)c1c(NC(=O)CSc2nc3c(c(C(F)(F)F)n2)CCc2ccccc2-3)sc2c1CCCC2	1.21	2.85	26.9
CSc1cccc(NC(=O)C2(S(=O)(=O)c3ccc(C)cc3)CC2)c1	nt	nt	26.7
O=C(Cn1cncn1)N/N=C/c1cccc2ccccc12	0.74	-0.78	6.2
O=C(NCCc1cn2ccccc2n1)c1ccc(Br)o1	0.92	0.95	nt
O=C(CSc1nc2c(c(=O)n1-c1ccc(F)cc1)SCC2)NCC1CCCO1 (stereo not given)	0.62	0.96	3.6
Brc1ccc(CN2C3=NCCCN3c3ccccc32)cc1	1.06	-0.17	-23.5
Cc1ccc(C(=O)CC2(O)C(=O)N(Cc3ccccc3Cl)c3ccccc32)o1 (stereo not given)	-0.54	-1.01	0.0
CCOC(=O)c1sc(=NC(=O)c2ccc(S(=O)(=O)N3CC(C)OC(C)C3)cc2)n(C)c1C (stereo not given)	0.94	2.31	nt
CNC(=O)CN(Cc1ccccc1)S(=O)(=O)c1ccccc1	-0.5	-1.06	nt
